Compound activity from PubChem.
INS-1E GSIS act – GLuc luminescence reporter in INS-1E cells, primary screen for activators of glucose-dependent secretion of insulin; AID 743287, 2014; activation, % at 16.6 µM; INS-1E GLuc reporter insulin secretion, 2-3 h; 0.61% of 370,000 active;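 active means lowest replicate activation of at least 40%, so every replicate reaches that level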;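 further: 0% = median of neutral control wells and 100% = median of IBMX positive control wells; some compounds called inactive have numbers as strong as hits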
esBAF inh – Bmi1 luciferase reporter increase in mESCs, primary screen, esBAF inhibitor project, mouse ES cells, Bmi1 luciferase knock-in, single point; 24 h; 100% = twice the neutral-well signal; reporter increase, % at 12.5 µM; 2% of 350,000 active; AID 602393, 2012; in the data active means activation above about 40%;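 further: 0% = median of the plate's neutral control wells and 100% = double that signal; a rise in the Bmi1 reporter signal indicates esBAF inhibition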
RAD54 branch – inhibitors of human RAD54 branch migration, primary screen, biochemical, fluorescence, single point. DNA repair and recombination protein RAD54-like (Homo sapiens), Q92698. RAD54 Holliday junction branch migration, FAM/BHQ fluorescence. inhibition, % at 10.4 µM. 0.14% of 360,000 active;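 active means mean normalized replicate activity at least 40 and at least half of replicates scoring 40 or more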;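 further: 0% = median of neutral control wells and 100% = median of positive control wells; inhibitors cause a drop in the FAM fluorescence signal; in these data hits start at about 50%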
XiGFP reactiv – activators of inactive X chromosome reactivation, primary screen, imaging, XiGFP fibroblasts, GFP high-content imaging, set 2 | XiGFP mouse fibroblasts, % GFP-positive cells imaging, 3 d; cells co-treated with 5-aza-dC sensitizer; scaled so ellipticine positive control = 100% | activation, % at 7.58 µM | 0.055% of 360,000 active;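 active means mean normalized replicate activation at least 10% and every replicate at or above 10%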;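 further: 0% = median of on-plate neutral control wells and 100% = ellipticine 6 µM median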
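System: XiGFP fibroblasts, SV40-immortalized. Medium: DMEM plus 5-aza-dC sensitizer. Doses: single point. Timing: 3 d treatment, 15 min room-temperature fixation. Control set: ellipticine 6 µM.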
ERAP1 inh – human ERAP1 aminopeptidase inhibitors, primary screen, biochemical, single point, plate reader; Endoplasmic reticulum aminopeptidase 1 (Homo sapiens), Q9NZ08; recombinant ERAP1, Leu-AMC fluorescence, 60 min; inhibition, % at 10.7 µM; 0.15% of 340,000 active;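 active means mean replicate inhibition of at least 30%, or all replicates individually reaching that 30% level; inactive means mean below 30% and not every replicate reaching it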;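 further: 0% = neutral control wells and 100% = L-leucinethiol positive control wells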
Target sequence (Q9NZ08 whole entry, looked up): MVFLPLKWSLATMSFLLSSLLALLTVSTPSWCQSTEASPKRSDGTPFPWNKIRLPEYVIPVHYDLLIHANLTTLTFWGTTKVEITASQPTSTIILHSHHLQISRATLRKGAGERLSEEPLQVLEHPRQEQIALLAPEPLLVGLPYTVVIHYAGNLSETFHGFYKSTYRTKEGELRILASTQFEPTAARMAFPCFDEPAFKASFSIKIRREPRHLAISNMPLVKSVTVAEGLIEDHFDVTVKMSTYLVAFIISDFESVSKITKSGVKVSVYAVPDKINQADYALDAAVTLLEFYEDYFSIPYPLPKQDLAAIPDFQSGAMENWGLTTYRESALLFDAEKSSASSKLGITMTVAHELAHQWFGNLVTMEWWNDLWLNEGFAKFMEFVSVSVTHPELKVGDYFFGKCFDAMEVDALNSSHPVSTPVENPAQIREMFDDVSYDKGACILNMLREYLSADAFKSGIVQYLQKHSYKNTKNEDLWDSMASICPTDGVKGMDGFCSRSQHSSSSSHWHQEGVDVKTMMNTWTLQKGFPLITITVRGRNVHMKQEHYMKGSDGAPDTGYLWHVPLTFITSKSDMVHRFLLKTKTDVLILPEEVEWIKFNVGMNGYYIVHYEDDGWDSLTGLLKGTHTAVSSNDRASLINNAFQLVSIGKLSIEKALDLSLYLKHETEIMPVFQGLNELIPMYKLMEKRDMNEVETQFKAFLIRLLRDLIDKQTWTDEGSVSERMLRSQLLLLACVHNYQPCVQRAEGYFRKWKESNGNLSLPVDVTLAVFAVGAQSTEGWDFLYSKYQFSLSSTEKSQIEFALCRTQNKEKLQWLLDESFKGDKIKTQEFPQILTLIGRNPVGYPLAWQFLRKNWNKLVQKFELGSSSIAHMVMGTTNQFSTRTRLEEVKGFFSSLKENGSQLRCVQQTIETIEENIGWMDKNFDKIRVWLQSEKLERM
RAD52 inh – RAD52 DNA annealing inhibitors, primary screen, biochemical, FRET, single point, set 2. recombinant RAD52 DNA annealing, FRET fluorescence. DNA repair protein RAD52 homolog (Homo sapiens), P43351. 0.46% of 360,000 active. inhibition, % at 18.7 µM;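 active means every replicate showing at least 50% inhibition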
ARNT-TACC3 inh – disruptors of ARNT/TACC3 protein interaction, primary screen, biochemical, AlphaScreen, single concentration | inhibition, % at 9.99 µM | AlphaScreen His-ARNT PAS-B/GST-TACC3 binding, luminescence; TACC3 fragment carries E629A point mutation | 0.66% of 390,000 active | Transforming acidic coiled-coil-containing protein 3 (Homo sapiens), Q9Y6A5;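 active means mean inhibition of replicates at least 50% and at least half of replicates each reaching 50%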;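 further: 0% = complete ARNT plus TACC3 wells and 100% = ARNT alone without TACC3; many hits fall short of the cut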
CFTR F508del cor – F508del CFTR correction, initial screen, CFBE line, single point; CFBE cells, YFP halide quenching; stimulated with forskolin plus potentiator P3; % fluorescence drop versus neutral controls; activity (quench increase), % at 7.58 µM; 0.36% of 350,000 active; AID 720511, 2013;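 active means mean added fluorescence quench of at least 8% versus neutral control, with both replicates also reaching 8%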;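 further: cells transiently co-express mutant CFTR-F508del with the halide-sensitive YFP; corrector assay measuring rescue of mutant channel to the surface after 24 h compound exposure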
* = called active by the depositor; nt = not tested or not shown; & = joins results of further samples.

SMILES	INS-1E GSIS act	esBAF inh	RAD54 branch	XiGFP reactiv	ERAP1 inh	RAD52 inh	ARNT-TACC3 inh	CFTR F508del cor
CCOC(=O)C1Oc2ccccc2C(c2ccc(OC)cc2)=C1C(=O)OC (stereo not given)	-6	-12	6	0.1	0	-5	2	2.6
C[C@@H]1CN([C@H](C)CO)C(=O)c2cccc(N(C)C)c2O[C@@H]1CN(C)S(=O)(=O)c1cn(C)cn1	-2	0	8	-0.5	-3	-2	nt	-5.0
CCC(=O)N(C)C[C@H]1Oc2ncc(C3=CCCC3)cc2C(=O)N([C@H](C)CO)C[C@H]1C	12	3	2	-1.0	2	-6	-18	-3.5
CC(C)NC(=O)N(C)C[C@H]1Oc2c(NS(C)(=O)=O)cccc2C(=O)N([C@H](C)CO)C[C@@H]1C	10	-3&-3	-15&-8	0.1	2&1	4&2	10&1	-0.8&-0.9
CCNC(=O)[C@@H]1[C@@H](CO)[C@@H]2Cn3c(ccc(C4=CCCC4)c3=O)[C@@H]2N1CC1CC1	14	4	-4	0.7	-2	-38	6	0.6
O=C(N/N=C/c1cc(Cl)ccc1O)c1ccccc1Br	-13	nt	nt	0.2	-7	-12	nt	nt
Cc1noc(C)c1NC(=O)Nc1cccc2c1O[C@H](CN(C)S(=O)(=O)c1cccs1)[C@H](C)CN([C@H](C)CO)C2=O	0	-4	4	0.5	-2	4	-4	-2.3
CC(C)NC(=O)Nc1ccc2c(c1)C(=O)N([C@@H](C)CO)C[C@@H](C)[C@H](CN(C)Cc1ccc(Cl)c(Cl)c1)OCCCC[C@H](C)O2	-28	nt	nt	0.8	0	27	nt	0.8
C[C@H](CO)N1C[C@H](C)[C@H](CN(C)C(=O)Cc2ccccn2)Oc2ncc(C#C[C@@H](C)O)cc2C1=O	23	-3	3	-1.2	0	6	1	0.6
CCOC(=O)C(=C1Nc2ccccc2N1)n1c(-c2cnccn2)nc2ccccc21	0	nt	nt	-0.1	2	-29	nt	0.3
COc1ccc(S(=O)(=O)Nc2ccc3c(c2)C(=O)N([C@H](C)CO)C[C@@H](C)[C@@H](CN(C)Cc2ccc(Cl)c(Cl)c2)OCCCC[C@H](C)O3)cc1	0	nt	nt	-0.6	0	8	nt	1.8
Cc1ccc(S(=O)(=O)Nc2ccc3c(c2)C(=O)N([C@@H](C)CO)C[C@H](C)[C@H](CN(C)C(=O)c2ccncc2)OCCCC[C@H](C)O3)cc1	7	3	-7	0.0	nt	nt	-9	2.1
O=C1[C@H](Cc2ccccc2)NCC=CC[C@H](c2ccc(Cl)cc2)N1Cc1ccc(Cl)cc1	-33	-11	1	-0.7	-1	-21	-20	2.1
CCOC(=O)C1CCN(C(=O)CN(Cc2ccccc2)S(C)(=O)=O)CC1	-1	2	5	nt	0	-10	-4	nt
O=C(c1ccccc1)N1CC(=O)N2[C@@H](CO)[C@@H](c3ccc(C#CC4CC4)cc3)[C@@H]2C1	9	nt	nt	0.0	2	-10	nt	4.2
O=C(C[C@@H]1CC[C@H](NC(=O)NC2CCCCC2)[C@@H](CO)O1)NCc1ccc(Cl)cc1	-1	-2	-1	-0.4	1	-9	11	0.3
COc1ccc(CCNC(=O)CCCc2nnc3n(C)c(=O)c4sccc4n23)cc1OC	35	-10	-2	0.1	1	-20	0	2.6
O=C(Nc1ccccc1)[C@@H]1[C@@H](CO)[C@@H]2Cn3c(ccc(C4=CCCCC4)c3=O)[C@@H]2N1Cc1cocn1	-14	-1	-8	0.2	5	-10	0	nt
O=C(NCCC1=CCCCC1)c1ccc(Cl)c(S(=O)(=O)N2CCCCC2)c1	-38	17	1	0.2	-2	-18	nt	-0.9
CCCC(=O)Nc1ccc2c(c1)C(=O)N(C)C[C@@H](OC)[C@H](C)CN(C(=O)c1ccccn1)[C@@H](C)CO2	7	-2	1	-0.3	nt	-14	12	-1.3
COc1c(C)cc(Br)cc1C(=O)O	21	-2	9	nt	nt	nt	-14	nt
Cc1c(C#N)c(O)n(C)c(=O)c1N=Nc1ccc(S(N)(=O)=O)cc1	-11	nt	nt	0.5	-1	-250	-6	0.3
Cc1cc(C)c(NC(=O)COc2nncc3ccccc23)c(C)c1	16	-8	3	0.1	-1	-8	10	1.2
CCOC(=O)C1(CCOc2ccccc2)CCN(Cc2ccc(CO)o2)CC1	6	nt	nt	0.1	11	-13	nt	-2.0
O=C(NCCCN=C1NS(=O)(=O)c2ccccc21)c1ccco1	18	-2	-4	nt	-11	-2	2	-1.4
COC(=O)C(CC(=O)c1cccc(OC)c1)c1ccc(F)cc1 (stereo not given)	8	nt	nt	0.0	0	6	-9	0.2
NS(=O)(=O)c1ccc(CCNC(=O)CSc2nc3ccsc3c(=O)n2CC(=O)O)cc1	nt	nt	nt	0.1	-2	1	0	nt
COc1cccc(NC(=O)N[C@H]2C=C[C@@H](CC(=O)Nc3ccc(-c4ccccc4)cc3)O[C@@H]2CO)c1	59	0	2	0.7	-1	-20	-12	0.3
Cc1ccc(NC(=O)c2ccc(N3CCCC3=O)cc2)cc1S(=O)(=O)N1CCCCC1	28	9	-1	0.0	-1	5	-1	3.3
Cc1ccc(C(=O)n2nc(C#N)c(C#N)c2N)cc1	1	nt	nt	0.0	4	-3	-1	1.7
CCN1C(=S)N[C@@H](CCc2ccccc2)C(C(=O)OC)=C1C	-2	8	2	0.0	1	-9	17	1.1
CCC1(c2ccccc2)NC(=O)N(CC(=O)NCc2ccc(OC)cc2)C1=O (stereo not given)	-8	0	-2	0.0	-1	-54	nt	0.4
COc1ccc(C(=O)NCCc2nnc3ccc(SCC(=O)NCc4ccc(F)cc4)nn23)cc1	16	-4	11	0.0	2	-6	19	-1.8
C=CCN(c1nc(C)cc(OC)n1)S(=O)(=O)c1ccc(C)cc1	4	-3	-3	0.0	-5	5	4	1.8
COc1cccc(NC(=O)CN(C)C(=O)CNC(=O)c2ccc(C)s2)c1	-9	-2	-6	0.0	2	-8	5	-4.5
Cc1ccc(S(C)(=O)=NC(=O)NC(=O)c2c(F)cccc2Cl)cc1 (stereo not given)	-2	nt	nt	0.0	-1	3	-6	-1.0
CCOC(=O)C1CCN(S(=O)(=O)C(F)(F)c2nc3ccccc3s2)CC1	-1	9	0	nt	-1	-15	-12	nt
C[C@H](CO)N1C[C@H](C)[C@H](CN(C)CC2CCCCC2)OCCCC[C@H](C)Oc2ccc(NC(=O)CCCCCC(=O)Nc3ccccc3N)cc2C1=O	4	-5	5	-1.2	1	-2	10	0.6
Cc1ccc(Nc2nc(/N=C/NO)n[nH]2)cc1C	7	6	12	-0.2	-1	-13	8	-6.3
CCOC(=O)C1Nc2ccc(C(F)(F)F)cc2C2c3ccccc3CC12 (stereo not given)	10	-6	1	0.0	1	-7	13	0.6
C=CCNC(=O)c1cc(-c2ccccc2)sc1N	3	nt	nt	0.0	nt	-13	nt	-1.7
O=C(NCc1ccccc1)c1cccc(NC(=O)C2CCCC2)c1	5	-5	-5	0.0	nt	-8	8	1.9
NC(=O)N/N=C/c1c(O)ccc2oc3c(c12)CCCC3	-37	nt	nt	0.1	0	0	-9	-2.3
COc1ccccc1/C=N/Nc1nncc2ccccc12	0	nt	nt	0.0	9	-5	13	-0.1
O=C(NCC(=O)N(Cc1cccs1)C(C(=O)NC1CCCCC1)c1ccncc1)c1ccco1 (stereo not given)	nt	-3	-1	nt	4	-20	nt	nt
O=C(Nc1ccccc1)N1CCC(n2c(=O)[nH]c3ccccc32)CC1	nt	4	6	0.0	5	-5	6	-4.7
COCC(=O)N1[C@H](CO)[C@@H]2c3ccccc3N(C)C[C@@H]21	-7	nt	nt	0.0	1	0	nt	-1.1
C[C@@H]1CN([C@H](C)CO)C(=O)c2cc(N(C)C)ccc2O[C@@H](C)CCCCO[C@H]1CN(C)Cc1ccccc1	-2	-1	-15	-0.1	-1	3	15	0.0
CO[C@@H]1CN(C)C(=O)c2cc(NS(=O)(=O)c3cccc(C)c3)ccc2OC[C@@H](C)N(C(=O)Cc2cccnc2)C[C@H]1C	-6	-4	5	0.5	-3	9	3	0.9
C[C@@H]1CN([C@@H](C)CO)C(=O)c2cccc(NC(=O)CCCCCC(=O)Nc3ccccc3N)c2O[C@@H]1CN(C)C(=O)NC1CCCCC1	4	nt	nt	-0.4	1	-14	nt	-3.4
COc1ccc(C2C3=C(CC(C)(C)CC3=O)Nc3c2c(=O)n(C)c(=O)n3C)cc1OC (stereo not given)	1	nt	-1	0.1	3	-18	-6	0.2
OCC1CCCN1C(=S)Nc1ccccc1 (stereo not given)	13	-15	8	nt	nt	nt	-2	nt
COc1ccc(C(=O)C(C)[n+]2ccc(-c3nnc4n3CCCCC4)cc2)cc1 (stereo not given)	nt	nt	-10	0.1	-2	2	nt	-0.1
C/C=C/c1ccc2c(c1)O[C@H](CN(C)Cc1cccnc1)[C@@H](C)CN([C@H](C)CO)S2(=O)=O	0	2	6	1.3	0	-2	-2	-4.0
COc1ccc(NC(=O)c2ccc3c(c2)S(=O)(=O)N=C2CCCCCN23)cc1S(N)(=O)=O	19	1	-4	0.0	0	-9	0	-0.6
C[C@@H]1CN([C@@H](C)CO)C(=O)c2cccc(NS(=O)(=O)c3ccc(Cl)cc3)c2O[C@H]1CN(C)S(=O)(=O)c1ccc(F)cc1	12	6	-11	-0.3	nt	nt	-8	0.4
CCCCOc1ccc(C(=O)N(Cc2ccccc2)C2CCS(=O)(=O)C2)cc1 (stereo not given)	-20	nt	6	0.3	2	-5	-6	0.3
CC(C)(C)c1ccc(C(O)c2ncc(-c3ccccc3F)[nH]2)cc1 (stereo not given)	nt	18	-3	-0.2	-2	3	nt	-3.9
Fc1ccccc1Cc1noc(CN2CCN(c3ccc(Cl)cn3)CC2)n1	-43	-1	-3	-0.2	5	-7	8	-2.3
COc1ccc(Nc2nc(=O)c3cc([N+](=O)[O-])ccc3s2)cc1	8	nt	nt	0.7	16	-1	-5	-3.0
Other compounds follow:
SMILES	INS-1E GSIS act	esBAF inh	RAD54 branch	XiGFP reactiv	ERAP1 inh	RAD52 inh	ARNT-TACC3 inh	CFTR F508del cor
Cc1oc(-c2cccc(Cl)c2)nc1CN1CCC(C(=O)N2CCN(c3ccccc3F)CC2)CC1	nt	-8	-2	0.3	-4	22	6	3.4
COc1ccccc1C(CNC(=O)c1cc(S(=O)(=O)N2CCOCC2)ccc1C)N1CCCC1 (stereo not given)	nt	7	-8	0.1	-1	-25	1	1.9
CCOC(=O)C(=O)NC12CC3CC(CC(C3)C1)C2	10	nt	nt	0.0	-2	-11	-5	-0.9
CN(CC(=O)Nc1ccccc1Br)C(=O)CNC(=O)C1CCCCC1	9	-5	-7	0.3	-1	-2	5	5.6
Cc1nc2ccsc2c(=O)n1-c1cccc(Cl)c1	12	3	nt	-0.2	-1	-13	-1	0.6
C[C@@H]1CN([C@H](C)CO)C(=O)c2cc(NS(C)(=O)=O)ccc2O[C@@H]1CN(C)S(C)(=O)=O	-4	0	0	0.8	0	9	-3	-1.2
